Assay outcomes from PubChem.
PP1 inh: PP1-alpha (human) inhibition in PP5 counter-screen. AID 2235. P62136. inhibition, % at 6.7 µM. actives 0.9% (n = 320,000). purified PP1alpha, OMFP fluorescence;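 active means inhibition above the mean inhibition of all tested compounds plus 3 SD, computed separately for each screening campaign, cut at about 15% in these data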
Target sequence (P62136 whole entry, looked up): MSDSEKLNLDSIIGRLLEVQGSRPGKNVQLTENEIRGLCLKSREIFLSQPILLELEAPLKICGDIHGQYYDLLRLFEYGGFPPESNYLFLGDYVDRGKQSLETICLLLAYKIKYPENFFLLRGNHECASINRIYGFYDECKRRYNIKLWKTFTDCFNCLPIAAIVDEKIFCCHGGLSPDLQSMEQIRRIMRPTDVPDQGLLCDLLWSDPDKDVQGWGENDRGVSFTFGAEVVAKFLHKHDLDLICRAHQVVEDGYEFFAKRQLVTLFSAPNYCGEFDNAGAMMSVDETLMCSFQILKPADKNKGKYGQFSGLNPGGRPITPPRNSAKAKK
GASC-1 inh: human JMJD2C demethylase inhibition; Q9H3R0; GST-JMJD2C(1-420) H3K9me3 demethylation, DELFIA europium; inhibition, % at 2.35 µM; actives 0.069% (n = 330,000); AID 2099;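 active means more than half of a compound's replicate wells show inhibition beyond 50%, single wells judged on their own value; inconclusive means some, but no more than half, of replicates pass 50% inhibition; inactive means no replicate passes 50% inhibition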;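 further: signal counts dimethyl H3K9 product captured on neutravidin plate; 0% = median of DMSO wells and 100% = 0.3 times that DMSO median; strong numbers were not always called active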
procasp7 counter: counter-screen for procaspase-3 activators: activators of human procaspase-7. activation, % at 8.5 µM. actives 0.093% (n = 330,000). recombinant procaspase-7, Ac-DEVD-pNA absorbance 405 nm; D23A/D198A/D206A triple mutant, cannot self-cleave; scale: DMSO 0, 5 µM enzyme 100. AID 463210;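 active means percent activation above the screen-wide mean plus 3 SD, cut at about 25% in these data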
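Assay system: Uncleavable procaspase-7 mutant enzyme / Input: 2 µM procaspase-7 mutant as dispensed / Dosing: single nominal 8.5 µM compound dose, 0.8% DMSO final / Timing: 1 h enzyme–compound preincubation and 2 h substrate reaction, both 25 °C / Detection: p-Nitroaniline absorbance at 405 nm, read at 0 and 120 min / Replication: singlicate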
VLA-4 inh: inhibition in a human VLA-4 binding assay. P13612. VLA-4 expressing cells, ligand binding flow cytometry. inhibition, % (about 7 µM as worked out from the volumes in the protocol). actives 0.2% (n = 330,000). AID 2557; in the data active means inhibition above about 50%
Fh CTSL1 inh: blocks F. hepatica cathepsin L1 in PFM18AAP counter-screen | recombinant F. hepatica cathepsin L1, Z-Leu-Arg-MCA fluorescence | inhibition, % at 5.96 µM | actives 0.49% (n = 300,000) | AID 1906;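 active means inhibition above the mean of all tested compounds plus 3 SD, set per screening campaign, cut at about 17% in these data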;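 further: 0% = plate median of test compound wells and 100% = 1 µM Z-Phe-Ala-diazomethylketone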
PP5 primary: PP5 (human) phosphatase inhibition | purified PP5c, OMFP substrate fluorescence | inhibition, % at 6.7 µM | actives 0.18% (n = 320,000);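 active means inhibition above the campaign's mean inhibition across all tested compounds plus 3 SD, cut at about 9.5% in these data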;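 further: 0% = DMSO only and 100% = 100 µM cantharidin control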
Target sequence (P53041 whole entry, looked up): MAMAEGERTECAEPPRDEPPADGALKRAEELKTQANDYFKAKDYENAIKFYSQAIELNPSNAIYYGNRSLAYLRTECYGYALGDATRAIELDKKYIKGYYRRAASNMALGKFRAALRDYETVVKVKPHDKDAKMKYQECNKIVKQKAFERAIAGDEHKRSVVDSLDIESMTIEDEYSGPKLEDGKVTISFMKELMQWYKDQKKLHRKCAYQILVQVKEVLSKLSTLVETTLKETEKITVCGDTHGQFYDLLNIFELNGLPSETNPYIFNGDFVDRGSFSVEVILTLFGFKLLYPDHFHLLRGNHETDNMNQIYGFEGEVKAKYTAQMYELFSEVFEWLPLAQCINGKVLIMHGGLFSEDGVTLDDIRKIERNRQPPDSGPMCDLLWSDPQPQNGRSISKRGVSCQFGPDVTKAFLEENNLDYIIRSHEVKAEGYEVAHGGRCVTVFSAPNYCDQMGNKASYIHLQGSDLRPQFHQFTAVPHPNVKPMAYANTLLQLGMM
GRK2 inh: inhibitors of human GRK2 displacing RNA aptamer; P25098; bead flow cytometry, FAM-aptamer displacement from GRK2; inhibition of aptamer binding, % at 10 µM; actives 0.59% (n = 330,000); AID 488847;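 active means inhibition of aptamer binding above 40%, roughly 3 SD of noise, on plates passing a quality check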;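 further: median bead fluorescence of bound FAM aptamer so fluorescent compounds give negative values; no value below 0 was filed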
core dimer inh: HCV core protein dimerization inhibition. actives 0.33% (n = 300,000). TR-FRET GST/Flag-core106 dimerization, 1536-well. inhibition, % at 5 µM;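 active means inhibition above the mean of all tested compounds plus 3 SD, set per screening campaign, cut at about 45% in these data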
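Assay system: Tagged HCV core106 pair (GST and Flag) | Buffer or medium: KF-containing HEPES buffer, pH 7.45, DTT, CHAPS, BSA | Also added: Eu donor and XL665 acceptor anti-tag antibodies | Dosing: One concentration, 5 µM, in 0.5% DMSO | Timing: 4 h at 22.5 °C | Technique: TR-FRET 671 and 617 nm emission | Repeats: Singlicate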
proCasp3 act: activators of human procaspase-3; P42574; recombinant procaspase-3 D3A, Ac-DEVD-pNA absorbance 405 nm; activation, % at 8.5 µM; actives 0.11% (n = 330,000);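 active means activation above the mean of all tested compounds plus 3 SD, cut at about 21% in these data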;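 further: 0% = DMSO alone and 100% = DMSO wells spiked with extra 5 µM PC-3 D3A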
Target sequence (P42574 whole entry D9A/D28A/D175A): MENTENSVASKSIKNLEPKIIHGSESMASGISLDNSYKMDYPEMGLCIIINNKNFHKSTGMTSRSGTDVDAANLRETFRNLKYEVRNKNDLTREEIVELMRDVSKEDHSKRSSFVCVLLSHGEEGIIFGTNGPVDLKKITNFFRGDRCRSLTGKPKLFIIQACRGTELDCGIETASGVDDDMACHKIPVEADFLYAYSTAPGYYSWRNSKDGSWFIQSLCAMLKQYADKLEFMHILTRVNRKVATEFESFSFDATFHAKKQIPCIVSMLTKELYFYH
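Assay system – Procaspase-3 D3A mutant, all three cleavage aspartates alanine · Controls – DMSO-only low control, 5 µM PC-3 D3A high control · Schedule – 1 h compound preincubation, 2 h substrate hydrolysis at 25 °C · Signal – 405 nm absorbance of p-nitroaniline, reads at 0 and 120 min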
* marks the source's active call; other numbers are inactive results; i = inactive; ? = inconclusive; nt = no result given. Random draw from the library, and some 2.6% of all compounds hit somewhere here.

SMILES	PP1 inh	GASC-1 inh	procasp7 counter	VLA-4 inh	Fh CTSL1 inh	PP5 primary	GRK2 inh	core dimer inh	proCasp3 act
Cc1ccc2[nH]cc(C(=O)CN3CCC4(CC3)OCCO4)c2c1	-4	-8	5	3	2	-1.2	2	0	1
COc1ccc(OCC(=O)N/N=C(\C)c2ccc(-n3ccnc3)cc2)cc1	-2	-2	4	-9	-1	0.3	2	-6	3
Cc1ccc(C)c(-n2c(-c3csc(C)c3)n[nH]c2=S)c1	0	-1	-20	1	-2	3.3	1	0	-18
NNc1nccc(Nc2ccccc2C(=O)O)n1	3	-20	-3	3	-1	2.6	0	4	-7
Cc1ccc(C)c(NC(=O)CN(C)C(=O)CC2OC(=O)c3ccccc32)c1 (stereo not drawn)	nt	4	-4	-1	nt	nt	0	nt	8
CCN(CC)C(=O)Cn1cc(C(=O)C(=O)NCCc2ccccc2)c2ccccc21	-7	20	1	15	-3	1.1	0	4	6
O=C(c1cc(F)ccc1F)C1CCCN(C(=O)c2ccco2)C1 (stereo not drawn)	2	3	17	4	-1	3.1	4	-7	4
O=C(CC1C(=O)NCCN1C(=O)Nc1ccc(F)cc1)Nc1ccc(F)cc1 (stereo not drawn)	2	-10	-1	6	0	9.7*	3	-2	8
CSCC[C@H](NC(=O)[C@H](Cc1ccccc1)n1c(=O)[nH]c2ccccc2c1=O)C(=O)NCC1CCC(C(=O)O)CC1 (stereo partly drawn)	0	6	9	-10	-1	2.7	1	1	4
Cc1ccc(CCNS(=O)(=O)c2ccc3c(c2)C(C)(C)C(=O)N3C)cc1	2	-4	0	-24	-3	2.3	0	-5	2
Cc1nn(C(=O)c2cccc([N+](=O)[O-])c2)c(C)c1Br	-4	0	16	-4	-4	1.1	0	2	2
CC(=O)NCCOc1nc(N2CCCCC2)nc(N2CCCCC2)n1	-3	28	-4	10	2	0.3	2	-1	6
Cc1cc(C)cc(NC(=O)C2CCC(CNC(=O)[C@@H]3Cc4ccccc4CN3)CC2)c1 (stereo partly drawn)	-1	-6	-2	-93	3	-0.3	0	5	-6
COc1ccccc1Oc1cc(-n2nc(C)cc2C)ncn1	-1	11	3	-11	0	2.9	82*	1	4
Cc1nn(-c2ccccc2)c(C)c1NC(=O)COC(=O)CC(C)c1ccccc1 (stereo not drawn)	11	8	1	3	1	-2.2	0	-11	-6
CSc1ncccc1C(=O)OCC(=O)C(C)(C)C	-1	17	-3	2	1	-1.9	0	-2	-9
COc1ccc(C(=O)NCCNC(=O)c2ccccn2)cc1	-3	5	2	0	9	0.9	0	5	-6
Cc1ccc(S(=O)(=O)NC2CC(C)(C)NC(C)(C)C2)c(C)c1C	-2	8	11	-2	4	-1.6	nt	4	-4
O=C(Cc1ccc(S(=O)(=O)N2CCOCC2)s1)Oc1ccc(F)cc1	-1	1	2	-14	-8	-1.3	1	1	-10
CCOC(=O)C(C)n1cnc2c(nnn2-c2cccc(Cl)c2)c1=O (stereo not drawn)	-4	0	2	4	1	-0.6	1	7	10
Cc1ccc(NC(=O)c2cccc(C(F)(F)F)c2)cc1NC(=O)c1[nH]cnc1C(N)=O	7	-1	4	8	nt	-1.5	0	nt	9
OC[C@H]1O[C@@H](Oc2ccc3cc(Br)ccc3c2)[C@H](O)[C@@H](O)[C@H]1O	-7	0	3	12	nt	0.3	1	nt	2
CC1CCCN(c2nc(NCc3ccco3)nc(N)c2[N+](=O)[O-])C1 (stereo not drawn)	2	21	-3	25	4	2.8	0	-3	-9
Cc1nnc(NC(=O)CCC(=O)NC2CCCCCCC2)s1	1	17	-11	1	1	0.9	0	-2	13
O=C(NNC(=S)Nc1ccccc1)c1cccc(Br)c1	-1	0	-9	0	-2	2.7	0	-18	-14
COC(=O)C[N+](C)(C)CC#Cc1ccccc1	0	-2	11	-8	-1	-1.6	0	-4	1
CCN(CC)S(=O)(=O)c1ccc(-c2nnc(SCC(=O)Nc3nc(C)cs3)o2)cc1	0	?	13	7	-4	1.2	0	5	0
c1ccc(CN2CCN(C(c3ccccc3)c3ccccc3)CC2)cc1	7	-6	-1	-12	10	2.8	0	-7	1
CCN(c1ccc(NS(=O)(=O)c2cc(Cl)ccc2Cl)cc1)C(C)C	3	-29	-13	-11	3	2.8	2	13	-10
CCOCC(O)CS(=O)(=O)c1ccccn1 (stereo not drawn)	-2	0	8	7	-1	-2.7	0	4	-2
COCCn1c(SCC(=O)Nc2cc(C)on2)nnc1-c1c[nH]c2ccccc12	3	10	6	4	-2	-0.2	0	-2	0
CC(C)c1nnc(NC(=O)CCC(=O)Nc2ccc(Cl)cc2)s1	1	-1	-1	i	2	-0.4	1	-11	-2
Cc1ccc2nc(N3CC(C)OC(C)C3)nc(-c3ccccc3)c2c1 (stereo not drawn)	-5	-27	7	6	0	1.0	5	-2	3
CC(C)(C)c1ccc(/C=N/NC(=S)NCc2ccccc2)cc1	1	2	3	11	2	2.5	0	5	7
Cc1nnc(SCC(=O)NC2CC2)n1CCc1ccccc1	1	16	9	0	2	0.7	3	-6	-3
CCOc1cc(/C=N/N=C(N)N)ccc1OCc1ccc(Cl)cc1	19*	-15	-3	17	4	4.0	0	-2	-7
CC(C)COC(=O)Cn1cnc2ccc(Br)cc2c1=O	-3	10	4	1	-1	-2.1	0	-2	-2
COc1cc([N+](=O)[O-])ccc1NC(=O)NCc1ccccn1	-2	12	3	-9	-1	1.6	0	-3	0
O=C(COc1ccccc1Cl)N1CCN(C(=O)c2ccco2)CC1	-4	-7	4	-4	-2	2.0	0	5	-4
CC1CCCN(C(=O)Cn2nnc(-c3ccc(F)cc3)n2)C1 (stereo not drawn)	0	-2	5	5	-4	0.1	2	-3	8
CCN(C[C@H]1N[C@@](Cc2ccccc2)(C(=O)OC)[C@H]2C(=O)N(Cc3ccccc3)C(=O)[C@@H]12)C(=O)Nc1ccc(C(F)(F)F)cc1	nt	2	1	-6	nt	nt	2	nt	2
O=C(NCc1nc2ccccc2[nH]1)C1=C[C@H](c2ccccc2)C[C@H](OCc2ccc(CO)cc2)O1	2	-12	-7	9	1	0.4	2	1	1
COc1ccc(CCNc2ccc(N3C(=O)CC(C)C3=O)cc2[N+](=O)[O-])cc1OC (stereo not drawn)	-3	9	-5	3	-1	2.1	1	1	-12
O=C(COC(=O)Cc1c(Cl)cccc1Cl)Nc1ccccc1-c1ccccc1	0	14	14	10	-2	0.7	0	1	1
COc1ccc(NS(=O)(=O)c2ccc(NC(=O)c3ccc(N(C)S(C)(=O)=O)cc3)cc2)c(OC)c1	-2	3	7	20	3	-1.1	0	2	-3
c1ccc(-c2nnc3n2CCCC3)cc1	-2	-1	14	6	-4	1.2	2	-5	-8
O=c1c(-c2ccccc2)c(O)cc(-c2ccncc2)n1-c1ccc(Cl)cc1	-3	-24	0	-1	0	0.7	0	-1	1
NNc1nc2cccnc2n(CCNc2ncc(C(F)(F)F)cc2Cl)c1=O	-7	7	5	-14	-3	2.1	2	3	7
CC(=O)c1cc(-c2ccccc2)n(CCC(=O)NC2CCCC2)c1C	0	-1	12	8	-2	0.4	1	-3	7
CCc1noc(C)c1C(=O)N1CCN(S(=O)(=O)c2cccc(C(F)(F)F)c2)CC1	-4	6	-9	-11	nt	5.8	0	nt	-4
Cn1cnc2c1c(=O)n(Cc1ccc(F)cc1Cl)c(=O)n2C	-1	14	2	21	-1	2.5	0	-1	1
Cc1occc(=O)c1OC(=O)Nc1ccc(Cl)c(Cl)c1	1	-3	-3	4	-2	2.5	0	-10	3
FC(F)(F)c1cc(C(F)(F)F)n2nc(-c3sccc3-n3cccc3)cc2n1	5	1	-7	-10	1	2.2	0	1	6
COc1ccc2nc(SC)cc(C)c2c1	-5	-9	-4	5	-3	3.0	0	7	0
Cc1cccc(C(=O)O[C@H]2[C@H](C)NS(=O)(=O)[C@H]3CC4C=C[C@]23O4)c1	nt	2	11	-2	nt	nt	3	nt	-6
O=C(/C=C/c1cccc(F)c1)OCC(=O)N1CCc2ccccc21	nt	1	-3	6	nt	nt	5	nt	-3
CCOc1ccccc1-n1c(=S)sc2c(=O)n(-c3ccc(F)cc3)c(SCC(=O)O)nc21	6	-8	-5	-5	6	3.4	1	-8	2
CCOC(=O)C1(CC2CCCCO2)CCN(C(=O)Nc2ccc(C)c(C)c2)CC1 (stereo not drawn)	1	0	3	3	2	-0.2	1	-2	1
COc1ccccc1-c1sc2cc3c(cc2c1-c1ccc(O)cc1)OCO3	nt	nt	5	19	nt	nt	0	nt	2
O=C1C(=O)N(Cc2ccco2)C(c2cccc(Cl)c2)/C1=C(\O)c1ccc2c(c1)OCCO2 (stereo not drawn)	19*	6	-10	2	1	2.5	4	27	-3

3 of these compounds, set out differently:
mol,PP1 inh,GASC-1 inh,procasp7 counter,VLA-4 inh,Fh CTSL1 inh,PP5 primary,GRK2 inh,core dimer inh,proCasp3 act
CC(=O)c1cc(-c2ccccc2)n(CCC(=O)NC2CCCC2)c1C,0,-1,12,8,-2,0.4,1,-3,7
CCOC(=O)C1(CC2CCCCO2)CCN(C(=O)Nc2ccc(C)c(C)c2)CC1 (stereo not drawn),1,0,3,3,2,-0.2,1,-2,1
COc1ccccc1-c1sc2cc3c(cc2c1-c1ccc(O)cc1)OCO3,nt,nt,5,19,nt,nt,0,nt,2

Following part.
SMILES	PP1 inh	GASC-1 inh	procasp7 counter	VLA-4 inh	Fh CTSL1 inh	PP5 primary	GRK2 inh	core dimer inh	proCasp3 act
Cc1noc(C)c1CSc1nnc(-c2cc(Cl)ccc2Cl)n1N	0	-4	8	6	-3	4.3	1	-1	-8
Cc1nc2nc(C)c(CCC(=O)Nc3ccc4c(c3)OCO4)c(C)n2n1	-2	3	6	-9	-3	2.2	0	3	12
COc1ccc(OC)c(C2C(C#N)=C(N)Oc3cc(N)ccc32)c1 (stereo not drawn)	-2	-1	-14	-3	0	-1.3	0	2	-13
COc1ccc(S(=O)(=O)NCc2ccc(F)cc2)cc1OC	-5	-7	3	26	-2	0.4	1	2	3
COc1ccc(C(=O)n2nc(C)cc2Nc2ccccc2)cc1	3	19	-1	4	-1	4.5	2	-3	9
O=C(CSc1nnc2ccccn12)Nc1ccc(N2CCOCC2)cc1	nt	3	6	8	nt	nt	1	nt	6
CN(C1=NS(=O)(=O)c2ccccc21)c1ccc(OC(=O)c2ccncc2)cc1	-3	-12	5	-4	-5	2.3	0	3	9
CN(C)CCNC(=O)Cc1ccc([N+](=O)[O-])cc1	3	-1	-1	7	-1	-1.8	0	2	2
Cc1cccc(C2c3[nH]c4ccccc4c3CCN2C(=O)Cc2n[nH]c(C)n2)n1 (stereo not drawn)	4	-4	1	6	1	1.9	3	2	0
Nc1ccc(C(=O)OCC(=O)Nc2cccc(S(=O)(=O)NC3=NCCCCC3)c2)cc1[N+](=O)[O-]	nt	0	-8	-4	nt	nt	6	nt	0
Cc1cc(Nc2ccc(F)cc2Cl)n2ncnc2n1	-1	-2	9	-19	-1	0.0	0	-2	-4
